# High-throughput results (PubChem)
# GPR7 antagonist: blocks human GPR7 receptor signaling | inhibition, % at 4.4 µM | 290,000 compounds, 1.1% hits | GPR7-expressing cells, fluorescence antagonist assay | P48145; in the data active = inhibition above about 16%, passing the limit was not always enough;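 also: cells stimulated with the agonist NPW; 0% = agonist with vehicle and 100% = vehicle without agonist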
# IMP-1 inhibitor: blocks Pseudomonas aeruginosa IMP-1 metallo-beta-lactamase | purified IMP-1, nitrocefin hydrolysis, epi-absorbance fluorescence | inhibition, % at 5.6 µM | 290,000 compounds, 0.45% hits;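 active = inhibition above the mean plus 3 SD of all compounds in the same screening run, cut at about 4.5% in these data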;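 also: 0% = IMP-1 with DMSO and 100% = DMSO wells lacking enzyme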
#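 system = purified recombinant IMP-1 beta-lactamase | amount = 0.2 nM IMP-1, as dispensed | medium = HEPES buffer pH 7.1 with ZnSO4 and Brij 35 | times = 25 °C, 15 min preincubation, 25 min reaction | detection = plate fluorescence quenching by hydrolysis product, ex 480/em 530 nm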
# GalR3 antagonist: human GalR3 antagonism. HEK293 GalR3-CNG cAMP membrane potential fluorescence; galR3 body fused to GalR1 C-terminus. O60755. inhibition, % at 3 µM. 360,000 compounds, 0.44% hits;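 active = inhibition above the screen-wide average plus 3 SD, cut at about 13% in these data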;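 also: forskolin and galanin both at EC90 stimulate the cells; cAMP rise reported by CNG channel membrane potential dye signal; 0% = forskolin plus galanin with DMSO and 100% = forskolin alone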
# V1aR counter: counter-screen for oxytocin receptor agonists: human V1a receptor agonists. CHO-V1R cells, Fluo-8 calcium fluorescence, agonist mode; 0% DMSO, 100% 3 nM vasopressin. activation, % at 3 µM. 320,000 compounds, 0.25% hits. AID 2797;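 active = activation above the mean activation of all tested compounds plus 3 SD, per screening run, cut at about 20% in these data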;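 also: signal is peak over basal fluorescence ratio across a 100 second FLIPR read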
# OXTR ag: human OXTR agonism; activation, % at 3 µM; CHO-OTR cells, Fluo-8 calcium fluorescence; normalized: DMSO 0%, oxytocin 100%; AID 2435; 320,000 compounds, 0.32% hits; P30559;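 active = activation above the mean of all tested compounds plus 3 SD, cutoff set per screening run, cut at about 20% in these data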;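 also: peak over basal fluorescence ratio from a 100 s FLIPR kinetic read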
# Target sequence (P30559 whole entry, looked up): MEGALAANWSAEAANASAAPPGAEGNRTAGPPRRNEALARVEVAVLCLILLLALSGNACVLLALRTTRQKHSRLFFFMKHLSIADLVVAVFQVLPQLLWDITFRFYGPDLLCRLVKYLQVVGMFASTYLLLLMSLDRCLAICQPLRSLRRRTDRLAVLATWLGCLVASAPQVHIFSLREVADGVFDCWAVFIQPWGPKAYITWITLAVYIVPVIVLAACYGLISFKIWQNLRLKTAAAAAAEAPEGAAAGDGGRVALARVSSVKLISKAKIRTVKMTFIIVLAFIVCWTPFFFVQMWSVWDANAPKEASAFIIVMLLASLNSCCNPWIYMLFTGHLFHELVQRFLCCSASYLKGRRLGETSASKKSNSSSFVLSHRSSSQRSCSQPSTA
# VIM-2 inh: blocks Pseudomonas aeruginosa VIM-2 metallo-beta-lactamase; purified VIM-2, nitrocefin hydrolysis, epi-absorbance fluorescence; inhibition, % at 5.6 µM; 290,000 compounds, 0.89% hits; AID 1527;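 active = inhibition above the mean of all tested compounds plus 3 SD, cutoff set per screening run, cut at about 7.5% in these data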;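 also: red hydrolysis product quenches plate fluorescence so inhibitors raise well fluorescence; 0% = enzyme with DMSO and 100% = DMSO without enzyme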
# HCV NS3 hel inh: blocks Hepatitis C virus NS3 helicase unwinding; NS3 helicase DNA unwinding, Cy5 molecular beacon fluorescence; inhibition, % at 10.9 µM; 290,000 compounds, 0.56% hits; AID 1800;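 active = inhibition above the mean of all tested compounds plus 3 SD, set per campaign, cut at about 35% in these data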;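 also: 0% = DMSO wells and 100% = thioflavine S control wells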
#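 Assay system: hepatitis C virus NS3 helicase domain fragment enzyme. Also added: annealed dual-labelled DNA beacon duplex, ATP-started. Timing: 1 h reaction at 25 °C, ATP-initiated. Technique: Cy5 fluorescence at 0 and 60 min, beacon hairpin quenching. Evaluation: % inhibition of unwinding. Replication: one well per compound.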
# FID counter: fluorescent intercalator displacement, NS3 helicase counter-screen. inhibition, % at 7.9 µM. DNA fluorescent intercalator displacement, fluorescence. 290,000 compounds, 0.17% hits; in the data active = inhibition above about 37%;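 also: 0% = vehicle and 100% = reference compound; higher means more ethidium bromide displaced from hairpin DNA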
# PHOSPHO1 inh: PHOSPHO1 (human) inhibition; Q8TCT1; recombinant PHOSPHO1, absorbance phosphatase assay; inhibition, % at 13.3 µM; 290,000 compounds, 1.1% hits; AID 1565; in the data active = inhibition above about 60%
# Target sequence (Q8TCT1 whole entry, looked up): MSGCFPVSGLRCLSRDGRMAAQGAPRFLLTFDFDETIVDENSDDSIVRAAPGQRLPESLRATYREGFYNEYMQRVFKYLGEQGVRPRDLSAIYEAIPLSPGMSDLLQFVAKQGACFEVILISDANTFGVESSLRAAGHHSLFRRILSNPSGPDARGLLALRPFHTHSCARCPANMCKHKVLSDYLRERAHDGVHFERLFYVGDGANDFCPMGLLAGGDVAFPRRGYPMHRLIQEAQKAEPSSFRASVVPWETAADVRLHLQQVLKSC
# Starred values were filed as active, the others as inactive; . = no result given. The order is random; overall some 4.3% were active at least once.
No.	structure	GPR7 antagonist	IMP-1 inhibitor	GalR3 antagonist	V1aR counter	OXTR ag	VIM-2 inh	HCV NS3 hel inh	FID counter	PHOSPHO1 inh
1	[O-]/C(=C(\C(=S)Nc1ccc(SC(F)F)cc1)[n+]1ccccc1)c1ccc(Cl)cc1Cl	-7	-2.8	-6	0.9	-0.3	-5.3	-21	-21	20
2	CC(=O)Nc1cccc(OCC(=O)NC(C)c2ccc3ccccc3c2)c1 (stereo unspecified)	-3	-1.5	-9	4.7	2.6	-0.9	-9	-25	35
3	Cc1oc(-c2ccccc2)nc1CS(=O)CC(=O)NC1CCCC1 (stereo unspecified)	-1	-2.8	.	-1.0	-1.4	-3.5	-1	-24	23
4	COc1ccc(C(=O)NC2CCSc3ccccc32)cc1 (stereo unspecified)	-6	-2.6	-1	-0.1	-1.9	0.3	-4	-13	43
5	COc1ccc(N2CCN(CCCNC(=O)CN3CCN(Cc4ccccc4C)C3=O)CC2)cc1	-6	-1.5	-5	3.5	1.8	-3.5	-40	9	18
6	CC1CCCCC1NC(=O)CSc1nnc(COc2ccccc2Cl)o1 (stereo unspecified)	-5	-1.0	-6	-0.2	-0.8	-1.6	1	-15	14
7	O=[N+]([O-])C(=c1ccc2c(c1)N1C3=C(CCCC3)CC3CCCCC31N=2)[N+](=O)[O-] (stereo unspecified)	-3	-1.3	.	1.0	-2.6	-0.1	10	-6	19
8	CC(=O)Nc1ccc(S(=O)(=O)N(C)CC(=O)OC(C)C(=O)N(C)C2CCCCC2)cc1 (stereo unspecified)	-9	-3.4	2	-0.3	-0.2	-2.9	1	-21	28
9	Cc1ccc(/C=N/NC(=O)Cn2nc(C)c(Br)c2C)o1	10	-1.7	-5	-0.2	-0.1	-3.3	-8	-8	11
10	CN(C)c1ccc(CNC(=O)CCS(=O)(=O)c2ccc3c(c2)oc(=O)n3C)cc1	-13	-1.4	7	0.1	-0.1	-0.6	14	-1	29
11	CCC(=O)N(Cc1ccco1)Cc1cc2cccc(C)c2n2nnnc12	1	-3.4	-6	-0.5	-0.1	-3.2	6	-8	12
12	Cc1ccccc1CNC(=O)C(=O)NCC1OCCCN1S(=O)(=O)c1cccs1 (stereo unspecified)	-3	-1.4	-1	1.6	-0.1	0.9	1	-28	27
13	CCN1CCN(CCOc2ccc(Cl)cc2)CC1	-5	-2.5	-4	0.7	0.7	-2.7	-2	1	39
14	CCOc1ccccc1CNc1ccc(O)cc1	-3	-1.9	-1	.	.	-0.2	5	-5	-17
15	COc1ccc(N(C(=O)CNC(=O)c2ccco2)C(C(=O)NCC2CCCO2)c2ccccc2)cc1OC (stereo unspecified)	1	-2.0	-4	0.4	0.5	-2.0	7	-27	39
16	O=C1CC(N2CCN(C/C=C/c3ccccc3)CC2)C(=O)N1Cc1cccs1 (stereo unspecified)	4	-3.9	0	1.2	0.7	-4.1	-6	2	10
17	Cc1ccc2nc3c(nc2c1C)CCCC3	0	1.4	-9	-0.1	0.4	4.4	10	-4	.
18	CCN(C(=O)c1cc(Cl)ccc1OC)c1ccccc1	-3	-1.8	-5	-1.7	-1.7	-1.6	-6	-6	-6
19	CCOc1ccc(N(CC(=O)Nc2cccc(OC)c2)S(=O)(=O)c2c(C)noc2C)cc1	-11	-3.5	-2	0.4	-0.8	-0.1	-11	-17	2
20	COc1ccc(-n2nc(C)c3onc(C)c3c2=O)cc1	-10	0.2	-4	-0.1	-1.4	1.0	2	0	45
21	O=C(c1ccco1)N1CCN(c2nc(-c3ccc(F)cc3)cs2)CC1	13	-0.9	-2	1.4	0.4	-0.7	-3	-12	24
22	COC(=O)c1ccc(OCc2cc(=O)n3ccsc3n2)cc1	-7	-0.6	3	2.3	0.4	-1.1	5	-4	15
23	COc1ccc(Oc2nnc(-c3ccccc3)cc2C#N)cc1	-10	1.2	1	0.3	2.2	-3.2	-5	0	4
24	COC(=O)[C@H](CCSC)NC(=O)c1cc2c(cn1)[nH]c1ccccc12	0	-2.0	-11	5.3	-0.6	-3.9	7	-13	-130

# The list goes on (7 carried over from the part before).
No.	structure	GPR7 antagonist	IMP-1 inhibitor	GalR3 antagonist	V1aR counter	OXTR ag	VIM-2 inh	HCV NS3 hel inh	FID counter	PHOSPHO1 inh
18	CCN(C(=O)c1cc(Cl)ccc1OC)c1ccccc1	-3	-1.8	-5	-1.7	-1.7	-1.6	-6	-6	-6
19	CCOc1ccc(N(CC(=O)Nc2cccc(OC)c2)S(=O)(=O)c2c(C)noc2C)cc1	-11	-3.5	-2	0.4	-0.8	-0.1	-11	-17	2
20	COc1ccc(-n2nc(C)c3onc(C)c3c2=O)cc1	-10	0.2	-4	-0.1	-1.4	1.0	2	0	45
21	O=C(c1ccco1)N1CCN(c2nc(-c3ccc(F)cc3)cs2)CC1	13	-0.9	-2	1.4	0.4	-0.7	-3	-12	24
22	COC(=O)c1ccc(OCc2cc(=O)n3ccsc3n2)cc1	-7	-0.6	3	2.3	0.4	-1.1	5	-4	15
23	COc1ccc(Oc2nnc(-c3ccccc3)cc2C#N)cc1	-10	1.2	1	0.3	2.2	-3.2	-5	0	4
24	COC(=O)[C@H](CCSC)NC(=O)c1cc2c(cn1)[nH]c1ccccc12	0	-2.0	-11	5.3	-0.6	-3.9	7	-13	-130
25	COc1cccc(NC(=O)COC(=O)COc2ccccc2[N+](=O)[O-])c1	-6	-0.7	-3	0.0	1.4	-2.7	5	-3	-11
26	CSc1cccc(NC(=O)c2cc(S(=O)(=O)N3CCCC3)cn2C)c1	-3	-4.0	.	-1.8	-2.1	-4.3	-8	-36	-30
27	Oc1oc(-c2ccccc2Br)nc1C=Nc1ccc(Br)cn1	-3	-3.0	3	-0.5	-0.8	-2.2	-7	-13	6
28	O=C(c1ccccc1Oc1ccccc1)N1CCN(c2ccccc2)CC1	5	-3.1	-4	1.4	-0.8	-1.9	-11	-28	28
29	N/C(=N\OC(=O)CCC1CCCC1)c1ccc(Br)cc1	-11	-1.3	-1	0.7	0.5	-4.2	-5	-9	48
30	CCOC(=O)c1cc(NC(=O)c2cnccn2)cc(C(=O)OCC)c1	-10	-4.6	-4	0.7	0.9	-4.0	13	1	15
31	COC(=O)c1ccc(COc2ccc(-c3nnn(CC(=O)NC(C)(C)C)n3)cc2)cc1	-3	-2.1	-1	2.5	1.5	0.2	0	-2	-3
32	Cc1ccccc1NC(=O)N1CCN(S(=O)(=O)c2ccccc2)CC1	-11	-1.9	-3	0.1	-0.2	-1.4	-8	-3	1
33	COc1ccc(NC(=O)CCS(=O)(=O)c2cc3c(cc2C)NC(=O)CO3)cc1	3	-2.5	.	-0.3	1.2	-4.2	-19	-8	15
34	COC(=O)COc1ccc(-c2nccc(-c3ccc(Br)cc3)n2)cc1	-15	-2.1	3	-0.1	-0.8	-0.9	-19	-8	.
35	Cc1ccc(NC2OC(C(O)CO)C(O)C2O)cc1[N+](=O)[O-] (stereo unspecified)	1	-0.1	-1	0.4	0.5	0.7	7	1	36
36	COc1ccccc1-c1nnc(SCC(=O)N2CC(C)CC(C)C2)o1 (stereo unspecified)	2	-2.8	-2	-0.4	-0.8	-1.1	13	-36	-14
37	COc1ccc(Cc2nc3ccc(C(=O)N(C)C(C)c4ccon4)cc3o2)cc1 (stereo unspecified)	-5	-2.8	3	8.1	1.9	-1.2	17	-43	28
38	O=C(N/N=C(\CC(=O)c1cccs1)C(F)(F)F)c1ccncc1	-13	-3.0	-1	2.4	1.1	-3.0	13	-16	12
39	COc1ccc(/C=C/C(=O)NC(=S)Nc2ccc(S(N)(=O)=O)cc2)cc1	-12	0.3	-2	0.4	0.0	-2.1	-9	-4	-8
40	COc1ccc(C(=O)CN2C(=O)C(C)(C)Oc3ccc(C(=O)N4CCCCCC4)cc32)cc1	-4	-2.9	-6	-0.9	-1.7	0.0	-13	-27	7
41	O=C(NN=C1CCCC1)c1ccc(O)cc1O	7	-2.5	0	8.9	-0.5	-5.5	14	-11	28
42	OCCNCc1cc(Br)ccc1OCc1ccccc1Cl	18	-4.1	-10	8.7	7.2	-1.3	-30	24	9
43	Cc1cc(NC(=O)c2cccs2)n(-c2ccccc2)n1	5	-2.4	-3	-0.1	-1.0	-3.1	-2	3	18
44	O=C(Nc1ccnn1C1CCN(Cc2cccc(F)c2F)CC1)C1CCCC1	0	-2.3	0	0.9	-0.1	-3.5	-11	-12	47
45	CS(=O)(=O)Nc1ccc2c(c1)ncn2CCc1ccccc1	4	-0.7	-9	1.0	0.9	0.8	5	-6	16
46	CSc1ncccc1C(=O)Nc1nccs1	-4	-1.5	-10	0.6	0.5	-1.3	-1	-6	-6
47	COc1ccc(C(=O)NC(CO)c2nnc(SCc3ccc(Cl)c(Cl)c3)n2C)cc1 (stereo unspecified)	11	-3.2	-6	2.8	5.4	-2.1	-12	-28	-12
48	CCn1c(=O)c(CCC(=O)NCCN2CCOCC2)c(C)c2c(C)nn(-c3cccc(C)c3)c21	21	-2.3	-7	-1.5	-0.5	6.1	-82	7	17
